Bioassay records deposited in PubChem by National Center for Advancing Translational Sciences (NCATS).
BRCA1 expr up = BRCA1 expression activation; MCF7-BRCA1-FFLuc reporter, luminescence, 48 h; response scale: scaled: vehicle 0%, 10 µM genistein 100%; Potency, µM (highest dose often 46.1 µM), inactives show at the highest dose activation, most hits filed as activators; 380,000 tested, 1.1% active; also: potency is read from the fitted curve at half-maximal effect; nearly all actives have a fitted effect of over 80% in size; some results filed as inactive show a strong effect at the top dose
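MCF7-BRCA1-FFLuc, 2000 cells/well; 2 h attach, 37 °C/5% CO2; compound 48 h; luciferase substrate 15 min; luminescence end-point. Norm. to genistein 10 microM max activation and DMSO; concentration-response curves fitted.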
ELG1 genotoxic = induces genotoxicity in HEK293T cells with luciferase-tagged ELG1; HEK293T ELG1-luciferase reporter, luminescence, 16 h; Potency, µM (highest dose often 46 µM), inactives show at the highest dose activity change, positive = activation, hits mostly activators; 330,000 tested, 1.3% active; also: potency is read from the fitted curve at half-maximal effect; % of control where 0% means no effect; nearly all actives have a fitted effect of over 60% in size
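Screening used a luciferase reporter fused to human ELG1 in HEK293T cells. Luminescence was read on a CCD plate imager after 16 hr exposure and 30 min ONE-Glo incubation.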
Integrin act MD = activators of alpha7 integrin expression for muscular dystrophy | alpha7betagal myoblasts, beta-gal FDG fluorescence, 48 h | Potency, µM (series often up to 38.3 µM), without a hit: at the top dose activation, actives largely listed as activators | 350,000 tested, 0.064% active;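 also: potency is read from the fitted curve at half-maximal effect; 100% = response of the positive control SU9516; nearly all actives have a fitted effect of over 60% in size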
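Alpha7betagal+/- myoblasts (passage 13) were plated 16-24 hr, then exposed to compounds (1:260 dilution of DMSO stock) for 48 hours at 37C. After MPER lysis, β-galactosidase reporter activity was read as FDG fluorescence (ex 480/em 540) after 30 minutes.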
p53 reactivation = restores transcriptional activity of mutant p53; H1299 p53-A138V BP100-luciferase reporter, luminescence, 24 h; Potency, µM (doses to about 92.2 µM), without a hit: top-dose activity change, positive = activation, usual class: activators; 320,000 tested, 0.063% active; also: potency is read from the fitted curve at half-maximal effect; % of control where 0% means no effect; nearly all actives have a fitted effect of over 45% in size
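H1299 (p53-null), stable ts p53-A138V + BP100-Luc; 1000 cells/well, Opti-MEM/10% FBS; cpd 4 pt, 1:5; 24 h, 37 deg C, 5% CO2; detection reagent 10 min RT; luminescence.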
TRPV1 ag = agonists of human vanilloid receptor 1 (TRPV1) | Q8NER1 | TRPV1-expressing cells, Fluo-8 calcium influx, agonist mode | activation, % at 8.33 µM | AID 540275 | 320,000 tested, 0.19% active; in the data active = activation above about 80%; inconclusive = between about 30% and that limit; also: 0% is about no effect
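Cells expressing TRPV1 were dye-loaded with Fluo-8 and read kinetically: 10 s baseline, 3 min after compound (agonist portion), then 2 min after EC20 capsaicin (allosteric enhancer portion). Calcium-bound dye fluorescence at 480/520 nm.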
ASM inhibitor = inhibitors of human secretory acid sphingomyelinase; P17405; placental ASM, HMU-PC fluorogenic substrate, 60 min; Potency, µM (doses to about 57.5 µM), inactives show top-dose activity change, negative = inhibition, usual class: inhibitors; 340,000 tested, 0.006% active; AID 504937; also: potency is read from the fitted curve at half-maximal effect
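Fluorescence read-out (Ex 386 nm, Em 447 nm) after stopping the reaction at pH 10. Enzyme: ASM from human placenta; substrate HMU-PC0, 9 uM final; 60 min, 37 °C. Compound preincubation 10 min, ambient temperature.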
PTAP TSG101 blk = blocks PTAP/TSG101 interaction to inhibit HIV-1 budding; Q99816; 340,000 tested, under 10 active; Fluorescence polarization, FITC-PTAP peptide / Tsg101 binding; AID 493005; Potency, µM (series often up to 115 µM), without a hit: at the top dose activity change, negative = inhibition, most hits filed as inhibitors; active = well fitted inhibition curve with a large enough effect in the main read-out, with a control signal flat, not every such curve was filed as active; inconclusive = small, poorly fitted or top-dose-only effect, or effect the other way, or a change in a side signal; inactive = no such curve, though single readings can be large or run the other way; also: potency is read from the fitted curve at half-maximal effect; % of control where 0% means no effect
Target sequence (Q99816 whole entry, looked up): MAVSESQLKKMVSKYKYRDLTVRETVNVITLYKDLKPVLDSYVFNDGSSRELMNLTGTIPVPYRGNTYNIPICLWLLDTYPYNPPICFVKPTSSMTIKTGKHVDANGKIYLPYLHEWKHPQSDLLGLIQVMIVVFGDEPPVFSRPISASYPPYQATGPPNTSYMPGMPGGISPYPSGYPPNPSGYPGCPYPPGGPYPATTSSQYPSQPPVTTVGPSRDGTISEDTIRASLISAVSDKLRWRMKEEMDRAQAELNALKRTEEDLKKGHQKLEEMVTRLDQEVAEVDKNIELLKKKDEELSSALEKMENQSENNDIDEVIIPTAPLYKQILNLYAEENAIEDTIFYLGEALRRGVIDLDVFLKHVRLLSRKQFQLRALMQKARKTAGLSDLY
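Fluorescence anisotropy tracks displacement of a FITC-tagged PTAP peptide (50 nM) from the Tsg101 binding domain (10 uM), following a 20 min room-temperature incubation at pH 7.5.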
B2AR arrestin = agonists driving beta-arrestin recruitment to human beta2-adrenergic receptor; P07550; beta-arrestin recruitment to beta2AR, cell-based reporter; Potency, µM (titrated, usually from 46.1 µM), for the others: top-dose activation, actives largely listed as activators; 330,000 tested, 0.02% active; AID 492947;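 also: potency is read from the fitted curve at half-maximal effect; 0% = DMSO controls and full agonism = EC100 isoproterenol or metaproterenol; nearly all actives have a fitted effect of over 65% in size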
Eya2 inh = blocks the phosphatase activity of human Eya2. O00167. recombinant Eya2, OMFP fluorescence dephosphorylation (OMFP is methylfluorescein phosphate). Potency, µM (highest dose often 76.9 µM), inactives show at the top dose activity, negative = inhibition, actives largely listed as inhibitors. 330,000 tested, 0.006% active. AID 488837; also: potency is read from the fitted curve at half-maximal effect; % is scaled to controls: 0 for no effect and ±100 for the full control effect
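Eya2 protein (added as 0.2 uM solution) was preincubated with compound for 10 min at ambient temperature in 50 mM HEPES pH 7.5, 50 mM NaCl, 5 uM MgCl2, 0.05% BSA, 1 mM DTT. OMFP (added at 50 uM) then reacted 10 min; fluorescence read at 485/525 nm.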
USP2a block = USP2a (human) protease inhibition | O75604 | USP2 core, Ub-CHOP2 coupled fluorogenic reporter, 485/531 | Potency, µM (titrated, usually from 38.3 µM), inactives show top-dose activity change, negative = inhibition, hits mostly inhibitors | 330,000 tested, 0.01% active | AID 463254;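 also: potency is read from the fitted curve at half-maximal effect; plate controls were DMSO wells for no effect and full inhibition by NEM control for full effect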
Target sequence (O75604 whole entry, looked up): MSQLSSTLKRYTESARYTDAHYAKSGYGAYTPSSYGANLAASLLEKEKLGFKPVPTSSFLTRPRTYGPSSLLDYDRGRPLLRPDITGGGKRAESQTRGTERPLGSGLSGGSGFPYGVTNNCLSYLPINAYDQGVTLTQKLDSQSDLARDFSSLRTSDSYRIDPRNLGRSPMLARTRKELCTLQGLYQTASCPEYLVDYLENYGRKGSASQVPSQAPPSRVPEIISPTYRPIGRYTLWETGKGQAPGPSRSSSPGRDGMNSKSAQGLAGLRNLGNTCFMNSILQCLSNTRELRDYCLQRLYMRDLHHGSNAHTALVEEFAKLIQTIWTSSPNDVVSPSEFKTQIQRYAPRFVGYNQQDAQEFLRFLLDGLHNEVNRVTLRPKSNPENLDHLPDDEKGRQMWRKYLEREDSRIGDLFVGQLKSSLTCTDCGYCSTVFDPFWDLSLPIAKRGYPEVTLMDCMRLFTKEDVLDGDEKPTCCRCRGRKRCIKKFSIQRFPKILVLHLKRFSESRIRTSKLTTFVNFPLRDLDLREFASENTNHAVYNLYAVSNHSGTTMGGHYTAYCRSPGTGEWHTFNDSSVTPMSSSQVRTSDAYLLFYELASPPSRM
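Cell-free coupled assay: 10nM USP2 core preincubated 30min RT with compound in Tris-HCl pH 8.0/CaCl2/CHAPS buffer, then 25nM Ub-CHOP2 and 25nM reporter substrate; fluorescence (Ex 485/Em 531) read after 60min RT, normalized to NEM inhibition, concentration-response curves fitted.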
uPA generation = cell surface uPA generation inhibition | 330,000 tested, 0.31% active | cell surface uPA generation assay, qHTS | AID 540303 | Potency, µM (doses to about 38.3 µM), for the others: at the highest dose activity change, negative = inhibition, actives largely listed as inhibitors; active = well fitted inhibition curve with a large enough effect; inconclusive = small, poorly fitted or top-dose-only effect; inactive = no such curve, though single readings can be large or run the other way; tested in mouse RAW 264.7 cells; also: potency is read from the fitted curve at half-maximal effect; % is scaled to controls: 0 for no effect and ±100 for the full control effect; nearly all actives have a fitted effect of over 55% in size
An asterisk follows results filed as active; ? = inconclusive; nt = not tested or not shown; [ ] = another dose, or the depositor's remark. Unless noted, calls follow the shape of the dose curve; as a rule, active = well fitted curve in the direction sought with a large enough effect; inconclusive = small, poorly fitted or top-dose-only effect, or another doubt; inactive = no such curve, though single readings can be large; an effect the other way counts as inactive or inconclusive.

SMILES	BRCA1 expr up	ELG1 genotoxic	Integrin act MD	p53 reactivation	TRPV1 ag	ASM inhibitor	PTAP TSG101 blk	B2AR arrestin	Eya2 inh	USP2a block	uPA generation
O=c1cc(SCc2ccc(Cl)cc2Cl)nc[nH]1	-10%	nt	25%	nt	nt	0%	-1%	nt	nt	nt	-5%
O=C(Cn1c(=O)[nH]c2ccccc2c1=O)Nc1cccnc1	6%	-1%	12%	10%	3	9%	-5%	-1.0%	3%	-11%	12%
O=S(=O)(NCc1ccccc1)c1cccc2nonc12	-1%	nt	-2%[7.66 µM]	nt	-2	4%	-5%	nt	nt	nt	nt
COc1ccc(C=O)cc1Cn1c(C)cc(C)c(C#N)c1=O	-27%	5%	-14%	2%	23	1%	-4%	0.5%	-13%	3%	2%
N=c1c2c(ncn1CCCO)Oc1ccc3ccccc3c1C2c1ccccc1 (stereo unspecified)	-48%	1%	3%	-6%	?	-4%	0%	-1.0%	-22%	1%	2%
CSc1ccc(C(=O)Nc2cc(S(=O)(=O)N3CCOCC3)ccc2N2CCOCC2)cc1[N+](=O)[O-]	-10%	nt	?	nt	nt	-6%	-3%	nt	nt	nt	15%
Cc1cc(N2CCN(C/C=C/c3ccccc3)CC2)n2ncnc2n1	-60%	-17%	-41%	-5%	-3	-2%	-5%	-0.7%	-5%	0%	-9%
O=C(Nc1ccc(Br)cc1)NC1CCCCCCC1	?	?	-17%	24%	?	-4%	-2%	-0.3%	4%	-4%	-8%
Cc1ccc2cc(C)c(SCC(=O)NCC3CCCO3)nc2c1 (stereo unspecified)	-27%	1%	-18%	-5%	20	-2%[11.5 µM]	-2%	-0.4%	5%	1%	0%
O=C1CC(=O)N(Cc2cccs2)C(=O)N1	-1%	0%	-2%	-10%	2	2%	-3%	-0.2%	6%	3%	3%
O=C(NCCCN1C(=O)c2ccccc2C1=O)OCc1ccccc1	18%	nt	-11%	nt	nt	-1%	-1%	nt	nt	nt	4%
CNC(=O)c1[nH]cnc1C(=O)N[C@@H](CC(C)C)C(=O)OCc1ccccc1	0%	-1%	-12%	-5%	?	7%	-3%	-1.1%	8%	2%	7%
CCC(CCC(=O)Nc1cccc([N+](=O)[O-])c1)C(=O)O (stereo unspecified)	2%	-3%	15%	-2%	1	-4%	0%	-1.1%	5%	1%	-2%
COc1ccc(C(c2nnnn2CCc2ccccc2)N2CCN(C3CCCC3)CC2)cc1 (stereo unspecified)	-36%	nt	-25%	31%	-2	2%	-2%	0.3%	-8%	6%	-5%
Cc1ccc(C)c(NC(=O)c2nnn(Cc3ccccc3C)c2N)c1	-2%	-1%	-23%	-8%	3	-1%	-1%	0.4%	-6%	3%	1%
O=C(CNC(=O)c1ccco1)N=Nc1c(O)[nH]c2ccc(Br)cc12	0%	-1%	-22%	8%	-1	-3%	-6%	-0.7%	2%	1%	-3%
CN(C(=O)CSc1ncccn1)C1CCS(=O)(=O)C1 (stereo unspecified)	-5%	nt	3%	nt	nt	1%	-10%	nt	nt	nt	-8%
COc1ccc(-c2[nH]ncc2-c2ccc3c(c2)OCCO3)c(O)c1	-14%	nt	7%	nt	7	-7%	0%	nt	nt	nt	3%
O=C(CNC(=O)c1ccccc1F)N/N=C\C=C\c1ccccc1	14%	-4%	-26%	2%	0	0%	-1%	-0.1%	-17%	5%	1%
CC(=O)NC1(c2ccc(F)cc2)CCN(C(=O)Nc2ccc(F)cc2F)CC1	-20%	-1%	17%	-3%	2	-1%	-2%	-0.9%	-1%	0%	0%
C=CCn1c(SC/C=C/c2ccccc2)nnc1-c1sc(N)nc1C	-3%	-5%	8%	-14%	-5	3%	0%	0.0%	-23%	0%	-1%
CC(=O)/C(N=Nc1ccc2c(c1)OCCO2)=C(\C)O	-37%	?	-8%	4%	27	-10%	-1%	-0.2%	-1%	-3%	?
Cc1ccccc1S(=O)(=O)Cc1ccc(C(=O)O)o1	39%	4%	11%	-2%	2	1%	-7%	-0.2%	-22%	0%	-6%
O=C(NCCc1csc(-c2cccnc2)n1)c1ccccc1Br	45%	-5%	7%	0%	5	-2%	-7%	-0.6%	-6%	0%	0%
C#CCOCCOCCOCCNc1nc(N2CCN(C(=O)[C@H](CCC(=O)O)n3cc(CN)nn3)CC2)nc(N2CCN(C(=O)[C@H](CCCN=C(N)N)n3cc(C(N)[C@@H](C)CC)nn3)CC2)n1 (stereo partly specified)	-2%	0%	-10%	-3%	nt	0%	0%	-0.4%	-29%	2%	-4%
O=C(COC(=O)Cc1ccc(Cl)cc1)Nc1cc(S(=O)(=O)N2CCOCC2)ccc1N1CCCC1	-17%	-1%	25%	-10%	0	-1%	0%	-1.8%	-4%	4%	1%
CC(=O)Nc1ccc(OCC(=O)NCc2ccccc2)cc1	2%	0%	23%	-3%	-3	0%	-2%	-1.0%	-28%	0%	2%
O=C1S/C(=C\C=C\c2ccco2)C(=O)N1c1ccc(O)cc1	?	?	-21%	?	-4	-9%	0%	0.1%	-14%	?	1%
COc1ccc(N2CCN(C(=O)C(OC(C)=O)c3ccccc3)CC2)cc1 (stereo unspecified)	-14%	-2%	-3%	-11%	0	-1%	0%	-0.6%	-8%	-1%	1%
Cc1ccc(O)c(NC(=O)c2cc(-c3ccco3)on2)c1	5.6µM*	21µM*	-7%	?	-3	-5%	-2%	-0.3%	-3%	2%	-5%
Cc1ccccc1CN1C(=O)C2(OCCCO2)c2ccccc21	-28%	-2%	-20%	4%	2	-2%	-5%	0.3%	8%	-1%	nt
O=C(Nc1cc(Cl)ccc1-n1cncn1)c1cn2ccccc2n1	-6%	-3%	?	17%	1	1%	-4%	-0.1%	-13%	-3%	5%
O=C(NC(=O)c1ccccc1)OCC(F)(F)F	1%	-2%	-1%	9%	11	1%	-7%	-0.2%	-2%	-14%	4%
C=CCNC(=O)NS(=O)(=O)c1ccc(C)cc1	3%	-2%	12%	4%	-3	0%	0%	-0.2%	-14%	0%	1%
O=C(OCC(=O)N1CCN(S(=O)(=O)c2ccc(Cl)cc2)CC1)c1cccc(OC(F)F)c1	-22%	-2%	-35%	-1%	11	-4%	-2%	-3.2%	-3%	-1%	-2%
CCCC(=O)NC(=S)Nc1cc(-c2nc3ncccc3o2)ccc1C	1%	1%	-2%	-2%	9	3%	-1%	-0.1%	4%	-12%	-1%
Cc1cccc(N2C(=O)CC(N3CCN(c4cccc(C(F)(F)F)c4)CC3)C2=O)c1 (stereo unspecified)	5%	-1%	35%	-7%	6	-2%	2%	-0.3%	14%	3%	nt
Cc1ccnc(NC(=O)CCC(=O)N(CC(=O)NCCc2ccccc2)Cc2ccco2)c1	-4%	-1%	16%	15%	-7	1%	-2%	-0.9%	-16%	4%	8%
Cc1ccc(NC(=O)CSc2nnc(CNC(=O)c3ccccc3F)o2)cc1	0%	0%	?	2%	0	-3%	0%	-0.2%	6%	-1%	-2%
